# Assay outcomes deposited in PubChem by several laboratories.
# HTRA1 inh = inhibitors of human serine peptidase HTRA1. recombinant HTRA1, FP-rhodamine activity-based probe, fluorescence polarization. Q92743. inhibition, % at 5.96 µM. actives 0.5% (n = 340,000); in the data active = inhibition above about 36%;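 also: 0% = enzyme with DMSO and 100% = wells lacking enzyme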
# NPR1 activator = GC-A (human) enzyme activation. actives 0.14% (n = 370,000). HEK293 GC-A cells, cGMP TR-FRET, EC30 ANP; 0% at EC30 ANP, 100% saturating ANP. activation, % at 10 µM. P16066; in the data active = activation above about 40%
# Target sequence (P16066 whole entry, looked up): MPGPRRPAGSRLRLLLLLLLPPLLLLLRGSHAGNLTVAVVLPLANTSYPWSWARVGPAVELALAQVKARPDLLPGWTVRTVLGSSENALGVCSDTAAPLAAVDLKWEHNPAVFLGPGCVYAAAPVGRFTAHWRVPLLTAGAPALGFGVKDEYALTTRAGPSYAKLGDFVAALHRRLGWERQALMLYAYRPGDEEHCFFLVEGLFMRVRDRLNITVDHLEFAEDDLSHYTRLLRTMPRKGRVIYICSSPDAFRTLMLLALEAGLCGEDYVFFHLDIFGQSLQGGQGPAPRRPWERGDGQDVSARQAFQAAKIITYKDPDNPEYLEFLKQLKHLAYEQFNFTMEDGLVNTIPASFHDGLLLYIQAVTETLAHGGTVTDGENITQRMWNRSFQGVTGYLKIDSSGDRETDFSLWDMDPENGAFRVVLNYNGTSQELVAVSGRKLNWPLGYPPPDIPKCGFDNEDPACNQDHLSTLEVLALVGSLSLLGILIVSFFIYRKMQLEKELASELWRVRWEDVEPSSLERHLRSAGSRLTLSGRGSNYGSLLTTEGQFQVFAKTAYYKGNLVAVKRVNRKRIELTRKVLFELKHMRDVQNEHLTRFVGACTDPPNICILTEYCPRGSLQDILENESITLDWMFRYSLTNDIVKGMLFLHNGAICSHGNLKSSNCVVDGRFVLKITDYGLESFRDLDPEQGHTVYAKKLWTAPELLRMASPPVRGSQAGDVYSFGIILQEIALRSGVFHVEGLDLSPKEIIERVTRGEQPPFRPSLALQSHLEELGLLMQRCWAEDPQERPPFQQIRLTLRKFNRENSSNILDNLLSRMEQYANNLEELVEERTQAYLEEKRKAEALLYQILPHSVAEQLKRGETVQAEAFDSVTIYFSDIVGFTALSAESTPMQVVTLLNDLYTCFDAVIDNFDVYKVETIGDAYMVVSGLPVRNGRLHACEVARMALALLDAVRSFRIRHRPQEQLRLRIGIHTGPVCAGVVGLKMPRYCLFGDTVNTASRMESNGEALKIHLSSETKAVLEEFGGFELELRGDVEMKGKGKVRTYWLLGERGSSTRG
# mABHD4 FP = ABHD4 (mouse) inhibition, primary FP screen | purified mABHD4, FP-Rh probe fluorescence polarization | inhibition, % at 8.92 µM | actives 0.54% (n = 370,000) | AID 720543;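 active = inhibition exceeding the mean over every tested compound plus 3 SD, cut at about 30% in these data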;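 also: 0% = plate median of compound wells and 100% = S159A mutant with DMSO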
#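 system = mouse ABHD4 enzyme, wild type | medium = HEPES pH 7.0, NaCl, Pluronic buffer | also added = FP-Rh probe | incubation = Enzyme–compound pre-incubation 45 min, then probe 60 min, both 25 °C | technique = fluorescence polarization, excitation 525 nm, emission 598 nm, BODIPY TMR filters | controls = S159A mutant high control, sample median low control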
# GC-B act = GC-B (human) receptor activation; AID 1920062; activation, % at 10 µM; actives 0.11% (n = 370,000); HEK293-GC-B cells, CNP EC30, cGMP TR-FRET; 0% at EC30 CNP, 100% saturating CNP; P20594;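 active = activation at 10 µM reaching about 35% in either raw or pattern-adjusted values, limit read from the data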
# rCAG binder = r(CAG) repeat RNA binding; inhibition, % at 3 µM; actives 1.3% (n = 370,000); AID 651821; TO-PRO-1 dye displacement fluorescence;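 active = inhibition above the plate cutoff, the mean of all test compounds on that plate plus 3 SD, cut at about 35% in these data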;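 also: 0% = DMSO alone and 100% = 100 µM mitoxantrone as full dye displacement; higher means more dye released from RNA so lower well fluorescence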
# ASAP1 GAP inh = blocks human ASAP1-stimulated Arf1 GTP hydrolysis. Q9ULH1. GDP FP detection. inhibition, % at 16.5 µM. actives 0.19% (n = 360,000); in the data active = inhibition above about 25%;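 also: 0% = vehicle with enzyme and substrate and 100% = no enzyme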
# PG9 binder = binds the HIV-1 gp120 antibody PG9 | TR-FRET gp120-PG9 antibody binding | inhibition, % at 6.7 µM | actives 0.43% (n = 360,000) | AID 624416; in the data active = inhibition above about 8.5%
# SMARCA2 activ = increases SMARCA2 function in MMTV reporter cells; MG213 cells, MMTV-luciferase reporter, dexamethasone, overnight; activation, % at 9.1 µM; AID 652017; actives 1% (n = 370,000); in the data active = activation above about 7.8%;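 also: 0% = vehicle wells and 100% = reference activator wells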
# NR1D1 modulator = Rev-erb alpha (human) modulation; P20393; actives 0.79% (n = 370,000); Rev-erbα–FITC-DNA binding, fluorescence polarization, 90 min; activity, % at 10 µM;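 active = activity above about 14%, limit read from the data; passing the limit was not always enough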;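 also: 0% = DMSO wells with 35 nM protein and 100% = DMSO wells with 750 nM protein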
# ARFGAP1 inhibitor = inhibitors of rat ARFGAP1 | Q62848 | AID 651572 | actives 0.26% (n = 360,000) | inhibition, % at 16.5 µM | Arfgap1-stimulated ARF1 GTP hydrolysis, GDP FP detection;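 active = inhibition above a per-plate limit, mean inhibition of low control wells plus 3 SD, cut at about 25% in these data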;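 also: 0% = DMSO wells with enzyme and 100% = wells lacking Arfgap1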
#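 Material – truncated rat Arfgap1 GAP domain · Buffer or medium – HEPES-based buffer, pH 7.5 · Reagent – human ARF1(Δ1-17)-GTP substrate · Dosing – 16.5 µM single point, 1.26% DMSO · Schedule – GTP hydrolysis reaction 2 h at 25 °C · Technique – GDP detection by fluorescence polarization · Benchmarks – No-Arfgap1 wells (100%) versus DMSO full-reaction wells (0%) · Repeats – single replicate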
# An asterisk follows results filed as active; · = no result given. Compounds as they come. About 4.4% of those tested had a hit in this group.
SMILES,HTRA1 inh,NPR1 activator,mABHD4 FP,GC-B act,rCAG binder,ASAP1 GAP inh,PG9 binder,SMARCA2 activ,NR1D1 modulator,ARFGAP1 inhibitor
O=[N+]([O-])c1c(N2CCN(CCO)CC2)nc2ccccn12,1,1,1,3,-1,6,-0.4,2,3,9
CCCNC(=O)c1cc(C2CCCCN2S(=O)(=O)c2ccc(C#N)cc2)on1 (stereo unspecified),·,0,6,-2,-1,2,-0.1,-4,1,16
CCCCn1c(N)c(N(CCC(C)C)C(=O)CSc2nnc3ccccn23)c(=O)[nH]c1=O,2,2,3,0,-5,-10,0.6,0,-1,1
O=C(Nc1c(Cl)cc(Cl)cc1C(=O)NCCN1CCOCC1)c1cccc([N+](=O)[O-])c1,-1,2,6,2,0,-5,-1.5,-2,7,-8
COc1ccccc1NC(=O)C(C)OC(=O)C1CC(=O)N(c2ccc3c(c2)OCCO3)C1 (stereo unspecified),3,0,1,-8,-4,-5,0.9,-3,-4,-6
COc1ccccc1-c1c(C)nn2c(C)c(C(C)=O)cnc12,-2,0,1,-3,-2,9,-2.5,0,-2,3
O=C(CCC(=O)c1cccs1)NNC(=O)c1ccccc1Cl,6,2,2,4,2,-6,0.2,2,6,14
C=CCCC1CN(CC=C)S(=O)(=O)c2c(F)cccc2O1 (stereo unspecified),·,-5,1,0,1,-1,0.9,-2,-1,6
COc1ccc(N(CC(=O)Nc2ccc3c(c2)OCCO3)S(=O)(=O)c2c(C)noc2C)cc1,-13,-4,-10,-1,7,17,0.4,-2,5,13
CC(C(=O)NCC1CCCCC1)N(C)Cc1cccc(Cl)c1 (stereo unspecified),-10,-3,3,1,-8,13,-3.9,2,-3,-2
COc1cc2c(cc1OC)CN(C(=O)c1cc3ccccc3oc1=O)CC2,5,0,-2,6,-3,-2,0.7,-4,-4,-10
O=C1COCC(=O)N1CCc1c[nH]c2ccccc12,4,0,2,-6,-5,-20,0.2,0,2,-2
COC(=O)N1CC(=O)N(OC)C1c1ccc(Cl)cc1Cl (stereo unspecified),1,-5,-15,-3,-3,6,2.9,-1,0,5
C/C(=N/OC(=O)C1CC1c1ccccc1)c1ccccc1 (stereo unspecified),-2,5,2,2,-6,0,0.7,0,3,10
O=C(NC(NC(=S)Nc1ccccc1Cl)C(Cl)(Cl)Cl)c1cccc(Cl)c1 (stereo unspecified),-63,1,-103,-1,18,6,-0.6,-8,0,-1
CC(C)(C)OC(=O)NNC(=O)Nc1ccccc1C(F)(F)F,4,4,0,9,-3,-15,0.4,-1,2,8
COC(=O)[C@]12C[C@H](CC(=O)N3CCN(C(=O)c4ccco4)CC3)C(=O)N(CCC3=CCCCC3)C1=C[C@H](C(C)C)O[C@@H]2C1CC1,·,0,0,-2,6,·,·,-4,0,·
CCOC(=O)N1CCN(C(=O)C2CCN(Cc3ccc(O)c(OCC)c3)CC2)CC1,3,-1,11,1,1,-10,-1.3,3,-5,0
CC(C)(C)N(Cc1cn(Cc2ccccc2)nn1)S(=O)(=O)c1ccccc1Br,·,2,-12,1,3,·,·,3,4,·
Cc1nc(NC(=O)c2ccc(Br)o2)sc1C,1,0,3,-1,0,14,-0.9,0,-2,-7
COc1ccc(N2CCN(S(=O)(=O)c3ccc4c(c3)CCCC4)CC2)c([N+](=O)[O-])c1,-12,3,2,4,2,-4,-0.5,-1,-1,-10
CCc1ccc(C(=O)COC(=O)c2nn(C)c(=O)c3ccccc23)cc1,-2,-1,4,0,-3,5,1.8,-4,-2,7
CSc1ccccc1-c1cnc2cccnn12,·,4,3,5,1,-2,2.4,-1,8,3
Clc1ccc(CCNc2ncnc3nc[nH]c23)cc1,-5,-3,1,-2,3,-8,0.0,-2,1,-4
Cc1cc2c(cc(C(=O)OC(C)C(=O)NCc3ccccc3)n2C)o1 (stereo unspecified),8,-1,0,-6,1,4,-1.3,-2,26*,-14
O=C(CSc1nnc(CNC(=O)c2ccco2)o1)Nc1nc2ccccc2s1,-2,2,7,-4,10,11,-1.7,0,4,-9
Cc1cc(C)nc(SCC(=O)Nc2nc(-c3ccccc3)c(-c3ccccc3)o2)n1,-35,0,-24,-4,4,1,2.5,-1,-7,-5
CN(C)c1cccc(C(=O)N/C=C/n2cnc3cc(C(F)(F)F)ccc32)c1,-9,-5,-6,0,-2,-10,-3.3,2,3,-1
O=C(Cn1cc(COc2ccc(C(=O)c3ccccc3)cc2)nn1)c1ccc(O)cc1,-8,2,-7,-4,14,-3,-1.4,0,-6,2
Cc1csc(NC(=O)CSc2nnc(Cc3cccn3C)n2-c2ccc(F)cc2)n1,-2,-4,-4,2,4,-2,0.6,0,-1,-1
O=C(c1ccccc1)c1ccccc1C(=O)N1CCCC1,-2,6,-2,8,-1,6,-2.1,-5,-2,-1
CCCC(=O)N=C1SC2CS(=O)(=O)CC2N1c1ccc(-c2nc3ccc(C)cc3s2)cc1 (stereo unspecified),0,5,3,-5,10,10,0.1,2,38*,-2
CC12CCC(=O)N1C(C(=O)Nc1ccc(Br)cc1Cl)CS2 (stereo unspecified),-3,4,-6,4,-1,10,0.2,-2,3,-6
CCn1c(SCC(=O)Nc2cc(C)on2)nnc1-c1c[nH]c2ccccc12,-3,-1,-2,1,1,7,-0.4,-3,0,3
CCC(=O)Nc1ccc(C2C(=O)c3ccccc3C2=O)cc1,1,2,-48,-6,12,14,-2.6,0,7,7
CCCC(C)NC(=O)C1CC(=O)N(CCc2ccc(F)cc2)C1 (stereo unspecified),4,3,7,0,-3,4,0.0,-1,2,1
CC(C1CC2CCC1C2)n1c(-c2ccco2)n[nH]c1=S (stereo unspecified),-1,1,1,-3,3,-5,1.8,-2,-1,-4
O=C(CSc1ncn[nH]1)N1CCN(S(=O)(=O)c2ccc(Cl)cc2)CC1,-3,-1,-4,-1,0,-4,1.1,-3,-1,-4
CCOc1ccc(C(=O)OCC(=O)Nc2ccc3c(c2)OCCO3)cc1OC,8,1,-11,-5,0,-1,-0.1,0,2,12
COc1cc2c(cc1OC)CN(C(=S)Nc1cccc(Cl)c1C)CC2,2,5,-17,5,4,2,1.8,-4,0,-7

# Exported as labelled records: two of the compounds above
structure: CC(C)(C)N(Cc1cn(Cc2ccccc2)nn1)S(=O)(=O)c1ccccc1Br
  HTRA1 inh: ·
  NPR1 activator: 2
  mABHD4 FP: -12
  GC-B act: 1
  rCAG binder: 3
  ASAP1 GAP inh: ·
  PG9 binder: ·
  SMARCA2 activ: 3
  NR1D1 modulator: 4
  ARFGAP1 inhibitor: ·
structure: Cc1nc(NC(=O)c2ccc(Br)o2)sc1C
  HTRA1 inh: 1
  NPR1 activator: 0
  mABHD4 FP: 3
  GC-B act: -1
  rCAG binder: 0
  ASAP1 GAP inh: 14
  PG9 binder: -0.9
  SMARCA2 activ: 0
  NR1D1 modulator: -2
  ARFGAP1 inhibitor: -7

# Going on with the list.
SMILES,HTRA1 inh,NPR1 activator,mABHD4 FP,GC-B act,rCAG binder,ASAP1 GAP inh,PG9 binder,SMARCA2 activ,NR1D1 modulator,ARFGAP1 inhibitor
Cc1nc(NC(=O)C(C)(C)C)sc1-c1csc(N)n1,2,2,11,6,13,-1,-0.6,-1,-9,-6
COC(=O)CC1C(=O)NC2CCCCC2N1C(=O)CCl (stereo unspecified),·,0,6,1,5,-5,-0.9,-1,1,5
Cc1ccc(C2(C)NC(=O)N(CC(=O)NNC(=O)c3cc(C)oc3C)C2=O)cc1 (stereo unspecified),-4,2,7,-1,-1,6,-0.9,-4,4,-3
O=C(CCCOc1ccccc1)N1CCN(C(=O)c2ccco2)CC1,-3,-2,1,-1,0,5,-2.7,3,10,-9
COc1cc(CNC(C)c2ccccc2)c(Br)cc1OCC(N)=O (stereo unspecified),-3,-3,0,-2,-4,3,-0.7,0,-3,8
Cn1c2ccccc2c2c(C(=O)NCc3ccco3)cn(C3CCCCC3)c(=O)c21,-1,-9,-4,-16,6,4,-0.7,-4,-2,1
C=CCN1C(=O)CS/C1=C(\C#N)S(=O)(=O)c1ccc(C)cc1,-57,0,-122,8,26,4,-0.8,0,0,12
CCC(C)c1ccccc1NC(=O)COC(=O)C1=NN(c2ccccc2)C(=O)CC1 (stereo unspecified),2,-3,-3,0,0,9,-2.6,-2,0,10
C=CCNC(=O)Nc1ccc(OCC)cc1,0,-3,-2,4,-1,-11,1.2,-1,-6,-13
Cc1c(Br)c(=O)oc2c(Br)c(O)ccc12,1,3,2,3,-2,1,-1.4,3,4,0
CCS(=O)CCSC(=N)N (stereo unspecified),-1,-1,8,7,0,2,1.9,1,-2,3
Cc1nc2ccccc2n1CC(=O)NC1CCCC1,9,-2,-19,6,-4,2,0.3,-1,1,12
COc1cccc(NC(=O)c2ccc(N3C(=O)C4CC=C(C)CC4C3=O)cc2)c1 (stereo unspecified),-6,-2,-4,1,-4,1,1.3,-2,5,17
CCOC(=O)c1oc2cc(O)cc(C)c2c1C,2,9,2,0,0,0,-3.5,8,-5,17
Cc1ccc(S(=O)(=O)N2CCN(c3ccc([N+](=O)[O-])c4cccnc34)CC2)cc1,-13,-3,1,-4,8,-6,2.9,-2,10,-5
COc1cccc(C(=O)NCCSc2ccc(C)cc2)c1,-6,-2,-1,1,0,-2,0.9,-1,-2,0
O=C(/C=C/c1ccc(Cl)cc1)c1cccnc1,-13,-11,-1,-16,4,11,-1.4,1,-1,6
CC1(C(=O)NNC(=O)c2ccc([N+](=O)[O-])cc2)CC1(Br)Br (stereo unspecified),5,3,2,-2,1,-5,-0.3,-1,-2,6
Cc1cc(OCC(=O)NCCCN2CCOCC2)cc(C)c1Cl,1,2,-8,-1,-5,9,-0.4,-1,3,0
COc1ccccc1CCC(=O)N(C)CC(=O)Nc1ccc(F)cc1,-5,-1,3,0,-5,1,-2.0,-2,-3,10
CCCCSc1nnc(CCCCCNC(=O)OC(C)(C)C)o1,-10,5,-3,-2,-12,-5,0.0,-3,0,-9
C=CCN1CCN(C(=O)c2oc3ccccc3c2C)CC1,4,0,0,8,-6,1,-1.2,-2,1,1
CCOc1ccc(N2C=Nc3ccc(OCC)cc3C2)cc1,-7,1,8,-1,-6,-4,-0.8,0,0,7
CCOC(=O)C1CCCN(c2c(Nc3cccc(C)c3)c(=O)c2=O)C1 (stereo unspecified),4,23,3,4,1,-9,-1.2,1,1,-12
CSc1ncccc1C(=O)Nc1ccc(S(=O)(=O)Nc2nccs2)cc1,0,-2,10,-1,11,-32,-3.2,-2,-6,9
Cc1cc(C(=O)Nc2cccc(S(=O)(=O)N3CCOCC3)c2)c2ccccc2n1,1,1,1,6,6,11,0.0,-1,-3,-3
N#CN=C(c1ccccc1)c1ccccc1,1,-4,2,-1,2,-4,-0.2,-1,7,-4
CCN1CCN(c2cc(C)c3cc(NC(=O)c4cnccn4)ccc3n2)CC1,-1,1,1,4,2,9,-0.2,-1,-9,4
CCCOc1ccc(C(=O)Nc2c[nH]c(=O)[nH]c2=O)cc1,-2,2,7,1,1,2,-0.6,-1,4,3
CC1(C)S[C@@H]2[C@H](NC(=O)C(NC(=O)N3CCNC3=O)c3ccccc3)C(=O)N2[C@H]1C(=O)O (stereo partly specified),6,-6,-7,0,8,9,-2.0,-2,1,7
